MOR-DOR inv ag: mu-delta opioid heterodimer inverse agonism | cell-based MOR-DOR heterodimer luminescence | inhibition, % at 9.3 µM | actives 0.21% (n = 340,000) | AID 504357; in the data active = inhibition above about 22%, passing the limit was not always enough;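 note: 0% = cells with DMSO and 100% = wells without cells with DMSO; values of inactives mirror those of a sister screen read the other way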
Target sequence (P35372 whole entry, looked up): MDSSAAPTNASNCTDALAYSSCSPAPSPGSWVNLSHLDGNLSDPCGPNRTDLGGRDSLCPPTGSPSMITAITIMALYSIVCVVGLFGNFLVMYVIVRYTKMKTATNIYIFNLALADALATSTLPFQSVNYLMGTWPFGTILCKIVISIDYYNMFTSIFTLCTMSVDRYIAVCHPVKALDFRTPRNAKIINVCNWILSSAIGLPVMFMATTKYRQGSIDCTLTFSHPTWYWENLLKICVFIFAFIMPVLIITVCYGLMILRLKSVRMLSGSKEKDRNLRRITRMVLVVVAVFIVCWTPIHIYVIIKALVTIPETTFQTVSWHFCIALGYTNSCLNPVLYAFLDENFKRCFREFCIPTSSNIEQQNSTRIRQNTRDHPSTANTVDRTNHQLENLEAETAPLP
Target sequence (P41143 whole entry, looked up): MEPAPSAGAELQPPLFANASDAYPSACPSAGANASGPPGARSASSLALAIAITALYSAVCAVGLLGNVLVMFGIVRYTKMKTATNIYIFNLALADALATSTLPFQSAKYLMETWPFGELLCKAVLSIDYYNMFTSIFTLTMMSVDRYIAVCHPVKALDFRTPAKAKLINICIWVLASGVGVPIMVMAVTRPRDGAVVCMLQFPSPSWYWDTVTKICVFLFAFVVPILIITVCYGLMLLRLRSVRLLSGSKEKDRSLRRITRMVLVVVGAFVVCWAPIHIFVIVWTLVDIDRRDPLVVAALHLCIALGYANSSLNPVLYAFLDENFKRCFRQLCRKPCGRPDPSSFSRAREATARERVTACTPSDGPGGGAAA
HTR5A inv ag: HTR5A inverse agonism, opioid heterodimer counter-screen | P47898 | HTR5A cell line, luminescence | inhibition, % at 9.3 µM | actives 0.083% (n = 340,000); in the data active = inhibition mostly above about 23%, no sharp cut-off; inactive = mostly below about 18%;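 note: 0% = cells with DMSO and 100% = no-cell wells with DMSO; some compounds called inactive have numbers as strong as hits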
PfHsp90 set2: growth inhibition of yeast expressing Plasmodium Hsp90 | S. cerevisiae expressing PfHsp90, BacTiter-Glo ATP, 48 h; yeast lacking PDR1 and PDR3 efflux regulators | inhibition, % at 9.4 µM | actives 0.32% (n = 310,000);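 active = every replicate shows inhibition above about 80%, whatever the replicate mean, limit read from the data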;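 note: 0% = DMSO neutral controls and 100% = 20 µM radicicol positive controls; yeast relying on Plasmodium falciparum Hsp90 in place of its own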
HTR5A ag: counter-screen for OPRM1-OPRD1 agonists: human HTR5A agonism | HTR5A agonist assay, luminescence, cell-based | P47898 | actives 0.61% (n = 340,000) | activation, % at 9.3 µM; in the data active = activation mostly above about 9.5%, no sharp cut-off; inactive = mostly below about 7.6%;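 note: 0% = cells with vehicle only and 100% = reference agonist; strong numbers were not always called active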
PKA-R1A act: activators of PKA-R1A complex | activation, % at 11.4 µM | AID 504707 | actives 0.083% (n = 340,000) | PKA-R1A dissociation, Cy5-IP20 fluorescence polarization; scaled: DMSO 0%, 113 µM cGMP 100%;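 active = percent activation above the mean of all tested compounds plus 3 SD, cut at about 19% in these data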;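 note: higher means more PKAc released from R1A so a rise in polarization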
phage Ecoli inh: E. coli growth loss with phage present; inhibition, % at 11.9 µM; AID 651602; actives 0.26% (n = 360,000); growth absorbance; in the data active = inhibition above about 11%
MOR-DOR ag: agonists of human mu-delta opioid receptor heterodimerization. AID 504326. activation, % at 9.3 µM. actives 0.3% (n = 340,000). cells, OPRM1-OPRD1 heterodimerization, luminescence; in the data active = activation above about 18%;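 note: 0% = vehicle-treated cells and 100% = reference agonist; values of inactives mirror those of a sister screen read the other way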
Mot1-301 SUMO: blocks SUMOylation pathway, rescuing yeast Mot1-301 growth. actives 1% (n = 320,000). AID 2716. growth rescue, % at 18.8 µM. S. cerevisiae Mot1-301 growth rescue, ATP luminescence, 38.5C; percent above DMSO median, 100 means doubled;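 active = every valid replicate shows activation above 250% relative to neutral control wells; inactive = the rest, any valid replicate at or below 250%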;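 note: OY570 slx delta 5 strain wells were the positive control but not used for scaling; some compounds called inactive have numbers as strong as hits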
AddAB inh: less growth of phage-infected E. coli with AddAB; E. coli expressing H. pylori AddAB, absorbance growth; inhibition, % at 11.9 µM; actives 0.29% (n = 330,000); in the data active = inhibition above about 12%;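 note: 0% = vehicle wells of infected cells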
Ecoli viability: counter-screen for AddAB inhibitors: E. coli growth inhibition; E. coli V3065 growth, OD600 absorbance, 18 h; AID 449728; actives 0.27% (n = 330,000); inhibition, % at 11.9 µM;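 active = inhibition above the campaign's mean inhibition across all tested compounds plus 3 SD, cut at about 9.9% in these data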;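 note: uninfected addAB+ strain grown without phage in ampicillin broth; 0% = DMSO wells and 100% = ciprofloxacin 0.95 µg/ml wells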
Pemphigus Ab inh: human desmoglein-3 autoantibody binding inhibition. P32926. DSG3-coupled beads, scFv-anti-DSG3-GFP binding, flow cytometry; stronger effect = lower value. binding (percent of control), % at 10 µM. actives 0.48% (n = 310,000). AID 588358;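 active = binding more than 3 SD below its plate's average and above zero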;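 note: hits lower antibody fragment binding to DSG3; some compounds called inactive have numbers as strong as hits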
An asterisk follows results filed as active; nt = not tested or not shown. Outcome played no part in choosing rows. About 3.2% of those tested had a hit in this group.

SMILES | MOR-DOR inv ag | HTR5A inv ag | PfHsp90 set2 | HTR5A ag | PKA-R1A act | phage Ecoli inh | MOR-DOR ag | Mot1-301 SUMO | AddAB inh | Ecoli viability | Pemphigus Ab inh
COc1ccc(-c2cnn3c(N)c(S(=O)(=O)c4ccccc4)cnc23)cc1 | -6 | 9 | -36 | -3 | -9 | 3.3 | 1.1 | -7 | 4.9 | -0.1 | 100
O=C(Oc1c(Cl)cc(Cl)c2cccnc12)c1cccc([N+](=O)[O-])c1 | -36 | 15 | 107* | -4 | -8 | nt | 7.0 | 235 | 30* | 28* | 95
O=C(CCN1C(=O)C2C3CCC(C3)C2C1=O)Nc1ccc(Cl)cc1Cl (stereo not given) | -5 | -20 | 18 | 7 | -5 | 2.1 | 0.8 | nt | nt | nt | nt
COc1cccc(OCc2nnc(SCC(=O)OCc3ccccc3)o2)c1 | 4 | -4 | nt | -2 | -11 | 0.5 | -0.7 | nt | -2.7 | 0.6 | 97
Nc1ccc2c3c(cccc13)-c1ccccc1-2 | -54 | -31 | -14 | 8 | -6 | 3.6 | 10 | nt | nt | nt | 164
CCCNC(=O)COc1coc(CN2CCN(c3ccccc3F)CC2)cc1=O | 8 | -2 | 5 | 0 | -21 | -1.9 | -1.6 | -8 | 3.4 | 0.3 | 96
C/C(=N/N=C(\C)c1ccccc1O)c1ccccc1O | 2 | -1 | -6 | 0 | 15 | 2.5 | -0.3 | -3 | 0.1 | -0.9 | 90
c1ccc(CNc2ccc3ccccc3n2)nc1 | 5 | 19 | -14 | 0 | 2 | 2.0 | -0.9 | 365* | 2.9 | -0.1 | 103
COC(=O)N1C(=O)[C@@](c2ccccc2)(C2CCCCC2)N1C(=O)OC | -10 | -16 | -13 | 2 | 12 | 1.8 | 1.8 | 232 | 1.8 | 1.9 | nt
CC1CCN(S(=O)(=O)c2cn(CC(=O)N3CCN(C)CC3)c(=O)c3ccccc23)CC1 | 7 | -7 | -24 | 4 | 3 | 2.3 | -1.5 | nt | nt | nt | 100
CCCCOC(=O)CCc1nc2ccccc2[nH]1 | 11 | -14 | 18 | 1 | -6 | 0.8 | -1.8 | 4 | 0.8 | -0.9 | 101
Cc1cc(Cl)ccc1NC(=S)NCc1cccs1 | 1 | -18 | 0 | 0 | 2 | 2.7 | -0.1 | 8 | 0.8 | 2.6 | 98
CC1(C2CC2)NC(=O)N(CC(=O)Nc2cc(S(=O)(=O)N3CCCCC3)ccc2Cl)C1=O (stereo not given) | 8 | 1 | -16 | 4 | 1 | -2.9 | -1.9 | 3 | -0.3 | -0.5 | 98
COc1ccc(/C=N/Nc2nc(N3CCCC3)nc(N3CCCC3)n2)cc1O | 3 | 5 | nt | 1 | 2 | 1.8 | -0.5 | -4 | -0.2 | -0.8 | 96
CCOC(=O)c1cc(C(=O)Nc2ccc(C)c(F)c2)nn1C | 1 | 13 | nt | -2 | -18 | 4.5 | -0.2 | -31 | -2.2 | -1.5 | 99
CC(=O)c1cccc(NC(=O)c2nc(-c3ccccc3)oc2C)c1 | -6 | -15 | 3 | 6 | -2 | 1.9 | 1.4 | 9 | 0.0 | -3.3 | 112
Cn1ccnc1/C(=N\NC(=O)c1ccc(O)cc1)c1cccc([N+](=O)[O-])c1 | 1 | -15 | -45 | -1 | -23 | 1.5 | -0.2 | -2 | -2.5 | -0.8 | 85
CCOc1ccc(-c2cnc(NCc3cccc4ccccc34)n2CCOC)cc1 | 18 | -8 | 16 | 2 | -14 | 2.1 | -3.7 | -4 | 1.2 | 0.6 | 115
COC(=O)c1ccc(-n2nc(C(F)(F)F)c3c2-c2ccoc2CC3)cc1 | 3 | 18 | -25 | -2 | -8 | 2.0 | -0.6 | -11 | 0.7 | -1.5 | 108
N#Cc1nc(-c2ccc(F)cc2)oc1NCc1ccccc1 | -45 | -10 | -6 | 3 | -7 | 1.5 | 8.7 | 0 | -0.3 | -1.2 | 96
COC(=O)c1cc2n(n1)CCN(Cc1ccccc1Cl)C2=O | 0 | -15 | -41 | 2 | 5 | 0.7 | 0.1 | 12 | 2.1 | -3.4 | 115
COc1cc(C(=O)NCC2(c3ccccc3)CCCC2)ccc1OC(C)C | -1 | 7 | -3 | -2 | -14 | 0.6 | 0.1 | 100 | 0.0 | -2.9 | 110
CC1CCCCC12NC(=O)N(CC(=O)OCC(=O)c1ccc(OC(F)F)cc1OC(F)F)C2=O (stereo not given) | 28 | -12 | -9 | 5 | -12 | -0.6 | -5.6 | 1 | 1.5 | 0.6 | 106
COc1cc(C2NC(=O)NC(C)=C2C(=O)OCc2ccc(C)cc2)cc(OC)c1OC (stereo not given) | 9 | -2 | 12 | 1 | 6 | 0.1 | -1.7 | 2 | -1.0 | 0.5 | 118
CCOC(=O)C1CCN(S(=O)(=O)c2ccc(C(C)(C)C)cc2)CC1 | -41 | 1 | -19 | 0 | -11 | 4.3 | 7.3 | -5 | 2.9 | -0.2 | 100

(cont.)
SMILES | MOR-DOR inv ag | HTR5A inv ag | PfHsp90 set2 | HTR5A ag | PKA-R1A act | phage Ecoli inh | MOR-DOR ag | Mot1-301 SUMO | AddAB inh | Ecoli viability | Pemphigus Ab inh
Cc1csc(NC(C)c2nc3cc(C(F)(F)F)ccc3n2CCOCCO)n1 (stereo not given) | 9 | -42 | nt | 0 | 7 | 2.9 | -1.6 | -10 | -0.2 | -2.6 | 100
Cc1ccc(C23CC4CC(CC(CC(=O)N5CCOCC5)(C4)C2)C3)cc1 | -9 | -13 | 68 | 0 | -3 | 4.4 | 1.7 | 12 | 1.6 | -1.3 | 107
COc1ccc(C(=O)N(CCc2ccccc2)Cc2ccccc2)c(OC)n1 | -14 | 5 | 2 | -1 | 2 | -0.9 | 2.7 | 658* | 2.1 | -0.7 | 89
CN(c1nc2ccccc2n2c(C3CC3)nnc12)S(=O)(=O)c1ccccc1 | 3 | -6 | 18 | 2 | -1 | 3.4 | -0.7 | 0 | -1.8 | 0.7 | 100
CC(C)(Cc1ccccc1)/[N+]([O-])=C\c1ccc(C(F)(F)F)cc1 | -27 | 7 | -7 | -2 | 7 | 1.4 | 4.7 | 28 | 4.6 | 4.2 | 97
Cc1ccc2c(c1)C1CN(C)CCC1N2S(=O)(=O)c1cccc(C(F)(F)F)c1 (stereo not given) | nt | nt | -5 | nt | 7 | 2.5 | nt | -12 | 0.1 | 1.6 | nt
O=C(C[n+]1ccc(C(=O)NCc2ccccc2)cc1)c1ccc(OC(F)F)cc1 | 13 | -15 | 12 | 0 | -1 | -0.6 | -2.6 | 7 | 1.2 | -1.1 | 100
Cc1cccc(-c2ocnc2C(=O)N2CCN(C(=O)c3cccs3)CC2)c1 | 3 | 0 | 4 | -3 | 0 | 1.8 | -0.5 | -4 | 3.6 | -0.4 | 101
Cc1cccc(-n2c(O)c(C=NCCCN3CCOCC3)c3ccccc3c2=O)c1 | 17 | -26 | -24 | -2 | -5 | 1.4 | -3.3 | 4 | 0.8 | 0.2 | 114
Nc1nnc(SCc2ccccc2)n1-c1ccccc1 | 12 | -27 | 0 | 10 | -4 | 3.9 | -2.4 | -6 | 1.6 | 1.1 | 98
CC1(C)OC2C(O1)[C@@H](CO)O[C@H]2n1cnc2c(N)ncnc21 (stereo not given in full) | 6 | -6 | 9 | -2 | -3 | 0.9 | -1.2 | -14 | 1.9 | -0.2 | nt
O=C(CN1CCN(C(=O)c2ccco2)CC1)Nc1cc(C(F)(F)F)ccc1Cl | -15 | 14 | -20 | 4 | -4 | nt | 3.4 | 3 | 3.0 | -2.0 | 109
CN(CC(=O)Nc1ccc(F)cc1)CC(=O)N1CCCCCC1 | 0 | -2 | -22 | 1 | 2 | 1.6 | 0.1 | -19 | 0.2 | -0.5 | nt
CCN(C(=O)COC(=O)c1c(-c2ccccc2)noc1C)c1c(N)n(Cc2ccccc2)c(=O)[nH]c1=O | 9 | -46 | 5 | 1 | -12 | 2.6 | -1.6 | 413* | 2.0 | 3.5 | 112
CCOC(=O)C(C)Sc1nc(N2CCOCC2)c2c(c1C#N)CC(C)(C)OC2 (stereo not given) | nt | nt | nt | nt | nt | 2.1 | nt | 3 | 0.5 | -0.5 | 103
COc1ccc(Cl)cc1-n1c(=S)sc2c(=O)[nH]c(SCC(=O)NCCC(C)C)nc21 | 16 | -2 | 13 | 0 | 2 | 0.9 | -3.0 | nt | nt | nt | 97
COc1ccc(CCNC(=O)c2cc(-c3cc(C)c(C)cc3O)n[nH]2)cc1OC | 8 | -16 | nt | 6 | -3 | 3.9 | -1.6 | 276 | -0.9 | -1.3 | 90
CCCOc1ccc(Oc2ccc(S(=O)(=O)N3CCN(C)CC3)cn2)cc1 | -8 | -9 | 0 | 4 | 1 | -0.2 | 1.3 | -4 | 0.5 | 1.9 | 98
OCCN=C1CCCc2c1[nH]c1ccc(Br)cc21 | -14 | 12 | -18 | -5 | -7 | 1.9 | 2.8 | 50 | 1.6 | 3.0 | 112
Cc1ccc(-c2nc(NCCCO)c3ccccc3n2)cc1 | 17 | 12 | 12 | -3 | -5 | 2.4 | -3.5 | 5 | 0.1 | -0.6 | 118
COc1ccc([N+](=O)[O-])cc1NC(=O)C1(c2ccc(OC)c(OC)c2)CCOCC1 | nt | nt | 10 | nt | nt | 3.1 | nt | -5 | -0.3 | 0.5 | 98
COc1cccc(-c2nc(NC3CCCC3)c3ccccc3n2)c1O | -10 | 12 | 117* | -3 | -18 | 2.6 | 2.2 | -4 | 3.8 | -1.2 | nt

Grouped by structure, the entries above with a cyano group.
SMILES | MOR-DOR inv ag | HTR5A inv ag | PfHsp90 set2 | HTR5A ag | PKA-R1A act | phage Ecoli inh | MOR-DOR ag | Mot1-301 SUMO | AddAB inh | Ecoli viability | Pemphigus Ab inh
N#Cc1nc(-c2ccc(F)cc2)oc1NCc1ccccc1 | -45 | -10 | -6 | 3 | -7 | 1.5 | 8.7 | 0 | -0.3 | -1.2 | 96
CCOC(=O)C(C)Sc1nc(N2CCOCC2)c2c(c1C#N)CC(C)(C)OC2 (stereo not given) | nt | nt | nt | nt | nt | 2.1 | nt | 3 | 0.5 | -0.5 | 103

3 of the entries above in order of their number in Mot1-301 SUMO, rising.
molecule	Mot1-301 SUMO
CC1(C)OC2C(O1)[C@@H](CO)O[C@H]2n1cnc2c(N)ncnc21 (stereo not given in full)	-14
Cc1ccc2c(c1)C1CN(C)CCC1N2S(=O)(=O)c1cccc(C(F)(F)F)c1 (stereo not given)	-12
COc1ccc([N+](=O)[O-])cc1NC(=O)C1(c2ccc(OC)c(OC)c2)CCOCC1	-5

Limited to phage Ecoli inh, for 4 of the compounds above:
| molecule | phage Ecoli inh |
| --- | --- |
| COc1ccc(Cl)cc1-n1c(=S)sc2c(=O)[nH]c(SCC(=O)NCCC(C)C)nc21 | 0.9 |
| COc1ccc(CCNC(=O)c2cc(-c3cc(C)c(C)cc3O)n[nH]2)cc1OC | 3.9 |
| CCCOc1ccc(Oc2ccc(S(=O)(=O)N3CCN(C)CC3)cn2)cc1 | -0.2 |
| OCCN=C1CCCc2c1[nH]c1ccc(Br)cc21 | 1.9 |

Screening data: PubChem, several laboratories
